NPYLR7 ag = agonists of mosquito NPYLR7 receptor, primary screen, cell-based, Aedes aegypti, calcium fluorescence, mosquito biting behavior; Aedes aegypti neuropeptide Y-like receptor 7 (NPYLR7); activation, % at 10 µM; AID 1259423, 2018; HEK293T NPYLR7/Galpha15, GCaMP6s calcium fluorescence; hit rate 0.15% among 270,000; in the data active = activation above about 40%;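 note: 0% = vehicle and 100% = reference agonist at the receptor; some compounds past the cut are filed as inactive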
hcGAS lum = Primary biochemical luminescence assay for human cyclic GMP-AMP synthase inhibitors; hit rate 0.081% among 290,000; recombinant h-cGAS, ATP depletion, Kinase-Glo luminescence; AID 1259398, 2018; Q8N884; inhibition, % at 12.5 µM;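 note: 0% = vehicle reaction and 100% = reaction without DNA for no activity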
Target sequence (Q8N884 whole entry, looked up): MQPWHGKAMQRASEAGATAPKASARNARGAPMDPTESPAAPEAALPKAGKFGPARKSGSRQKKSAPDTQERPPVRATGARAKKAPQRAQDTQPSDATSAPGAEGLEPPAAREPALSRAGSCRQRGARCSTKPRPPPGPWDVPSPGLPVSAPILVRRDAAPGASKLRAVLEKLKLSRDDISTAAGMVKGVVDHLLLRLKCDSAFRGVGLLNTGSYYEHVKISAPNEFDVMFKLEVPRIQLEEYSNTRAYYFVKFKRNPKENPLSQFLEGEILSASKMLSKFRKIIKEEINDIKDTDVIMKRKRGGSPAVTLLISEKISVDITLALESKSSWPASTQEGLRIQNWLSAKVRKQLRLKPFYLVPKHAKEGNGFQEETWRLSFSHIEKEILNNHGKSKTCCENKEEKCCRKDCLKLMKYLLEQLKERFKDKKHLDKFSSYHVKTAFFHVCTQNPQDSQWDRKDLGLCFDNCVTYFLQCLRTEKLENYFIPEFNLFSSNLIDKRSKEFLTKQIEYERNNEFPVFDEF
mcGAS inh = cyclic GMP-AMP synthase inhibitors, mouse, primary biochemical chemiluminescence | recombinant cGAS, Kinase-Glo ATP depletion luminescence | inhibition, % at 12.5 µM | hit rate 0.15% among 160,000 | Q8C6L5;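 note: 0% = negative control wells and 100% = reference inhibitor with no enzyme activity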
An asterisk follows results filed as active; . = no result given. Cut-off read from the data, not from the text of the source, unless noted: active = inhibition above about 40%; inactive = the rest.

SMILES	NPYLR7 ag	hcGAS lum	mcGAS inh
C=CCN=c1scc(-c2ccccc2)n1N=Cc1ccccn1	-5	-6	.
Cc1cc(C)c(S(=O)(=O)N2CCN(c3nccc(-c4cccs4)n3)CC2)c(C)c1	-4	-2	-4
Cc1nnc2sc(-c3ccco3)nn12	1	-9	.
Cc1cccc(C2CCC(C(=O)N3CCN(c4ccccc4F)CC3)CN2C(=O)C2CC2)c1 (configuration not stated)	.	-5	-6
COCCc1ncc(CN2CCC3(CCCN(Cc4cccc(OC)c4OC)C3)C2)cn1 (configuration not stated)	0	-6	-10
CC1CN(c2nc(Nc3ccc(Cl)cc3)c3nccnc3n2)CC(C)O1 (configuration not stated)	0	9	.
CC(C(=O)Nc1ccc2c(c1)OCCO2)S(=O)(=O)c1ccccn1 (configuration not stated)	10	-18	.
CCOc1ccc(C)cc1S(=O)(=O)N1CCN(Cc2ccc3c(c2)OCO3)CC1	9	-8	.
CC(Cn1cccn1)NC(=O)c1cc(-c2ccncc2)nc2ccccc12 (configuration not stated)	-4	-10	.
CCOc1ccnc2c1c(=O)n(CC(=O)NCCOC)c(=O)n2C	0	-13	.
Cc1cc(C(F)(F)F)nc(CCn2ccnc2C2CCOC(C)(C)C2)n1 (configuration not stated)	-4	-2	-7
CP(C)(=Nc1ccc([N+](=O)[O-])cc1)C12CC3CC(CC(C3)C1)C2	6	-8	-4
CN1C(=O)CC(C(=O)O)C12CCN(Cc1ccc(C3CCCC3)s1)CC2 (configuration not stated)	.	-6	0
N#CC1=C(SCC(=O)Nc2ccc(F)cc2)NC(=O)C(C#N)C12CCCCC2 (configuration not stated)	1	-7	.
O=C(Nc1ccnn1CC1=CCCN(CCO)C1)c1ccco1	-3	-5	.
O=C(c1ccc2oc(CCc3ccccc3)nc2c1)N1CCN(c2ccccn2)CC1	0	-2	.
CCOCCCNC(=O)c1cc(NC(=O)c2ccc3c(c2)OCO3)ccc1N1CCN(c2ccccc2OC)CC1	-2	-13	-5
NC(=O)c1nnn([C@H]2C[C@H]3C(=O)N4CC[C@@H](OCc5ccc(F)cc5)C[C@H]4C(=O)N3C2)c1C(N)=O	-5	-2	-7
COc1cn(CC(=O)Nc2cc(C)ccc2C)c(CN2CCN(c3ccccc3)CC2)cc1=O	-2	-5	-7
COc1ccccc1OCC1c2ccsc2CCN1C(=O)CN(CC1CCCO1)C(=O)c1ccco1 (configuration not stated)	3	1	-5
Cc1ccc(S(=O)(=O)N2CCC3(CC2)Nc2ccccc2C(=O)N3c2ccccc2)cc1Cl	0	-9	.
CCNC(=O)N1CCC(NC(=O)C2(c3cccs3)CC2(C)C)CC1 (configuration not stated)	-4	-3	.
Cc1ccc(Cl)cc1N1CCN(CC(=O)Nc2cnccn2)CC1	7	-5	.
CCS(=O)(=O)N1CCN=C1SCc1cc(C)ccc1C	12	-9	-7
COc1ccc(Nc2nc(NCCc3ccccc3)nc3nccnc23)cc1	4	-3	.
O=C1C[C@H](NC(=O)C(F)(F)F)C(=O)N1CCCn1cccn1	3	-5	-4
CC1(C)CC(=O)C(C(c2cc([N+](=O)[O-])ccc2Cl)C2C(=O)CC(C)(C)CC2=O)C(=O)C1	2	1	.
CC(Oc1cccc(-c2ccnc3[nH]ccc23)c1)C(N)=O (configuration not stated)	-3	-6	.
CN1CC(c2ccccc2)CC12CCN(C1CCNCC1)CC2 (configuration not stated)	.	-11	-5
COc1ccccc1CN(Cc1cccc(C(F)(F)F)c1)Cc1nc(C(=O)NCc2ccc(F)cc2)co1	19	-1	-4
O=c1c2nnn(-c3ccccc3)c2ncn1Cc1ccc(C(F)(F)F)cc1	1	-5	.
COc1ccc(NC(=O)CSc2nc3c(cnn3CCO)c(=O)[nH]2)cc1	5	-11	.
Cc1ccc(S(=O)(=O)N2CCCC(C(N)=O)C2)cc1 (configuration not stated)	-1	-10	.
N#CC(=Cc1ccncc1)c1nc2cc(C(F)(F)F)ccc2s1	18	-7	.
CCOc1cc(S(=O)(=O)Nc2cc(Cl)ccc2OC)ccc1Cl	3	-7	.
CNc1cccc(-c2ccccc2OC)n1	-2	-10	.
C=CCN1C(=O)NC(=O)/C(=C/c2cccc(OCC(=O)O)c2)C1=O	3	-3	-3
Cc1ccsc1C(=O)Nc1ccc(N(C)C(=O)c2sccc2C)c(F)c1	1	2	0
O=C(NN=Cc1cccc(F)c1)C1COc2ccccc2O1 (configuration not stated)	-18	-5	-5
CC(C)(C)c1cc2nc(-c3ccccc3Cl)cc(C(=O)NCCc3ccccn3)n2n1	3	-5	-3
Cc1occc1C(=O)N1CCC(C2(Cc3ccc(F)cc3)NC(=O)N(CC3CC3)C2=O)CC1 (configuration not stated)	18	-7	-11
Cc1ccc(C2(O)CCN(C(=O)Cc3c[nH]c4ccccc34)CC2)nc1	2	0	-12
COCCN(Cc1ccco1)CC(O)COCc1ccco1 (configuration not stated)	10	-2	-5
O=S(=O)(c1ccc(F)cc1)N1CCCC(OCc2ccc(OC(F)(F)F)cc2)C1 (configuration not stated)	-3	-5	-6
Cc1cccc(-n2cc(CN3CCC(N4CCOCC4)CC3)c(-c3cccc(F)c3)n2)c1	8	-2	-8
COc1ccc(CCN2C(=O)CC(C(=O)O)SC2=Nc2ccccc2)cc1 (configuration not stated)	1	-1	-6
Cc1c(C(=O)N2CCN(C/C=C/c3ccccc3)CC2)cc(-c2ccccc2)n1-c1ccc2c(c1)OCO2	13	-5	-6
CC(C)C1CN(C(=O)c2ccc(-n3cnnn3)cc2)CCCN1CC1CC1 (configuration not stated)	2	-5	-11

A section of the results above, for reference:
SMILES	NPYLR7 ag	hcGAS lum	mcGAS inh
COc1ccccc1CN(Cc1cccc(C(F)(F)F)c1)Cc1nc(C(=O)NCc2ccc(F)cc2)co1	19	-1	-4
O=c1c2nnn(-c3ccccc3)c2ncn1Cc1ccc(C(F)(F)F)cc1	1	-5	.
COc1ccc(NC(=O)CSc2nc3c(cnn3CCO)c(=O)[nH]2)cc1	5	-11	.
Cc1ccc(S(=O)(=O)N2CCCC(C(N)=O)C2)cc1 (configuration not stated)	-1	-10	.
N#CC(=Cc1ccncc1)c1nc2cc(C(F)(F)F)ccc2s1	18	-7	.
CCOc1cc(S(=O)(=O)Nc2cc(Cl)ccc2OC)ccc1Cl	3	-7	.
CNc1cccc(-c2ccccc2OC)n1	-2	-10	.
C=CCN1C(=O)NC(=O)/C(=C/c2cccc(OCC(=O)O)c2)C1=O	3	-3	-3
Cc1ccsc1C(=O)Nc1ccc(N(C)C(=O)c2sccc2C)c(F)c1	1	2	0
O=C(NN=Cc1cccc(F)c1)C1COc2ccccc2O1 (configuration not stated)	-18	-5	-5
CC(C)(C)c1cc2nc(-c3ccccc3Cl)cc(C(=O)NCCc3ccccn3)n2n1	3	-5	-3
Cc1occc1C(=O)N1CCC(C2(Cc3ccc(F)cc3)NC(=O)N(CC3CC3)C2=O)CC1 (configuration not stated)	18	-7	-11
Cc1ccc(C2(O)CCN(C(=O)Cc3c[nH]c4ccccc34)CC2)nc1	2	0	-12
COCCN(Cc1ccco1)CC(O)COCc1ccco1 (configuration not stated)	10	-2	-5
O=S(=O)(c1ccc(F)cc1)N1CCCC(OCc2ccc(OC(F)(F)F)cc2)C1 (configuration not stated)	-3	-5	-6
Cc1cccc(-n2cc(CN3CCC(N4CCOCC4)CC3)c(-c3cccc(F)c3)n2)c1	8	-2	-8

Other entries
SMILES	NPYLR7 ag	hcGAS lum	mcGAS inh
Cc1ccc(Cc2c(C)[nH]n(-c3nc4ccccc4[nH]3)c2=O)cc1	-13	3	.
CN=c1scc(-c2ccc(Br)cc2)n1N=Cc1cccc(F)c1	-1	-4	.
CNc1nc(C(=O)N2CCc3c(ncnc3N3CCOCC3)C2)cs1	-2	-7	-10
Nc1nc(Sc2ccc([N+](=O)[O-])cc2)nc2sc3c(c12)CCCC3	18	-9	.
COc1cc(CN(CC(C)O)C(C)C)cc(OC)c1 (configuration not stated)	.	0	-1
CCOc1ccc(C(=O)Oc2coc(CSc3ncccn3)cc2=O)cc1OCC	-11	-5	-7
O=C(CN1CCn2nc(C(=O)NC3CCCCC3)cc2C1=O)c1ccccc1	0	-3	-5
COCCNC(=S)NCCc1cc2c(C)ccc(C)c2[nH]c1=O	9	-2	.
N[C@@H]1[C@@H](O[C@@H]2O[C@H](C(=O)O)[C@@H](O)[C@H](O)[C@H]2O)[C@@H](O)[C@@H](CO)O[C@@H]1O	-9	-4	.
O=C(c1c(F)cccc1F)N1CCC(Nc2ccccc2)C1 (configuration not stated)	5	-14	.
CCS(=O)(=O)c1nnnn1-c1ccccc1S(C)(=O)=O	0	6	.
CC(NC(=O)C1CCN(Cc2cccc(Cl)c2)CC1)c1ccc(F)cc1 (configuration not stated)	7	1	.
CCc1nc2ccc(C(=O)N(C)CCN(C)C)cn2c1N(C)Cc1cc2ccccc2s1	13	-4	-3
COc1cccc(CN(CC2CC(c3ccccc3C)=NO2)C(=O)C2CCCC2)c1 (configuration not stated)	-9	-2	-2
CC(=CC(=O)N1CCCCC1CC(N)=O)C12CC3CC(CC(C3)C1)C2 (configuration not stated)	13	-3	-14
Cc1nc2ncccn2c1C(=O)N1CCCC(Cc2ccc(C(=O)O)cc2)C1 (configuration not stated)	4	-7	.
Cc1cc2oc3c(c(=O)c2cc1Cl)C(c1ccccc1)N(c1nccs1)C3=O (configuration not stated)	-2	4	.
OC(Cn1nnc2ccccc21)Cn1c2ccccc2c2ccccc21 (configuration not stated)	10	-4	.
N#Cc1ccccc1S(=O)(=O)N[C@H]1CO[C@H]2[C@@H]1OC[C@H]2OCC(N)=O	-6	-4	-7
c1ccc(C(c2ccccc2)c2noc(CN3CCN(C4CCCC4)CC3)n2)cc1	7	-7	-10
Cc1ccc(NC(=O)CC2S/C(=N/N=C\c3cccc(O)c3)NC2=O)cc1Cl (configuration not stated)	7	-7	.
COCCCn1c(C(=O)Nc2ccc3c(c2)OCO3)cc2c(=O)n(C)c(=O)n(C)c21	-1	-5	-8
Cc1cc(=O)c2nncn2[nH]1	3	-9	.
Cc1ccc(NC(=O)C2CC=CCC2)cc1S(=O)(=O)Nc1ccc(Cl)cc1 (configuration not stated)	0	-2	.
CCCCN(C)C(=O)c1sc(=O)n(Cc2ccc(SC)cc2)c1C	4	-1	.
CCCn1c(SCc2nc3ccccc3n2Cc2ccccc2)nc2ccccc21	0	1	1
CC1CCN(c2ccc(NC(=O)Nc3ccc(F)c(Cl)c3)cc2C(=O)NCCc2ccccc2)CC1	-3	-15	-6
COc1cc(NCc2cccnc2N(C)Cc2ccccc2)ncn1	-2	1	-8
CCc1nc2oc3cc(OC)ccc3c(=O)c2c(=O)n1-c1ccccc1	-2	-2	.
C=CCCC(O)CN(CCN1CCOCC1)Cc1ccccc1C (configuration not stated)	13	-2	-4
Cc1nc(C(=O)N(C)Cc2cc(-c3ccncc3)no2)cs1	4	-4	-9
O=C1CSC2=NCN(c3ccc(Cl)c(Cl)c3)CN12	3	6	.
CS(=O)(=O)CCN1CCN(c2nccc(CCC(F)(F)F)n2)CC1	0	-8	.
COc1ccc(-c2cc(C(=O)N3CCN(C(c4ccccc4)c4ccccc4)CC3)n(-c3ccc(Cl)c(Cl)c3)n2)cc1	1	-6	-4
CCOC(=O)CCC(=O)N(CCCOC)CC(=O)N1CCc2sccc2C1c1ccc(F)cc1 (configuration not stated)	13	-6	-3
N[C@H](Cc1ccccc1)C(=O)N1CCCN(Cc2cccs2)CC1	25	-10	.
COc1ccc(NC(=O)c2ccc(-c3ccc(-c4noc(C)n4)cc3C)cc2)cc1N1CCN(C)CC1	-1	-1	-2
Cc1noc(C(NC(=O)C(C)c2c(C)noc2C)C(C)C)n1 (configuration not stated)	1	-2	-13
O=C(CSc1nc2c(-c3ccccc3)c[nH]c2c(=O)n1C1CC1)NCC1CCCO1 (configuration not stated)	0	-3	-6
N#CCCn1c(-c2cncs2)nc2ccccc21	7	-5	.
CCc1nnc(NC(=O)COc2ccc3ccccc3c2)s1	5	-2	-5
CC(=O)Nc1ccc(-c2nnc3ccc(-c4ccc(N5CCN(C)CC5)cc4)cn23)cc1	4	11	0
CCC(=O)N1CC[C@H](CO)[C@H](N(C)C)C1	.	-1	-1
O[C@@H]1C[C@@H]2CO[C@@H](c3ccccc3)C[C@@]2(O)[C@H]1N1CCC(N2CCCCC2)CC1	8	-1	-6
CNCC(=O)N1CCCCC1CCc1cccs1 (configuration not stated)	1	-4	-12
CCOC(=O)c1cnc(N2CC(C)CC(C)C2)[nH]c1=O (configuration not stated)	-1	-6	.
COc1cc(C)c(-c2c(-c3ccccc3)ncn2Cc2ncc[nH]2)cc1C	-2	-6	.
O=C1Nc2ccccc2C1=NN=C(C(=O)c1ccccc1)c1ccccc1	12	1	.
O=C(c1cccs1)N(CCCn1ccnc1)c1nc2c(F)cccc2s1	-12	-3	-4
CCN(C)C(=O)c1cc(-c2ccc(C)o2)[nH]n1	5	-13	.
COc1ccc(CN(C)C(=O)c2ccccc2C2CCNC2)c2cccnc12 (configuration not stated)	3	2	-8
COCCCn1cc(C(=O)N2CCN(C(=O)C3CCCC3)CC2)c2nn(-c3ccccc3)c(=O)c-2c1	1	-6	-7

Some values from the results shown:
Result for O=C(c1cccs1)N(CCCn1ccnc1)c1nc2c(F)cccc2s1 under mcGAS inh: -4
Result for COc1ccc(CN(C)C(=O)c2ccccc2C2CCNC2)c2cccnc12 (configuration not stated) under mcGAS inh: -8

Assay outcomes (PubChem)
